CaV13 ICDI inh – Disruptors of the CACNA1D IQ motif to Ca2+-dependent inactivation inhibitor domain association, primary screening, Förster resonance energy transfer in intact living …. inhibition, % at 12.3 µM. hit rate 0.098% among 340,000. AID 743397. HEK cells, CFP/YFP FRET ICDI-IQ, plate reader, 10 min; percent FRET-ratio fall versus neutral wells;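 active means mean replicate inhibition of at least 30% and at least 1% of replicates passing that level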;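 further: 0% = median of the neutral control wells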
Granule exo inh – LAMP-1 surface exposure blockers, TALL-104 cells – cell-based, flow cytometry, MLPCN library, primary screen. TALL-104 LAMP-1 surface exposure; cells stimulated with thapsigargin and PMA. inhibition, % at 10 µM. hit rate 0.66% among 360,000. AID 651702, 2012;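 active means inhibition above about 55%, limit read from the data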
MC4R antagonist – MC4R antagonists of cAMP signaling, primary screen, cell-based, TR-FRET, antagonist arm of biased-ligand search; inhibition, % at 6.5 µM; MC4R-expressing cells, MTII-stimulated cAMP, LANCE TR-FRET; hit rate 0.48% among 360,000; Melanocortin receptor 4 (Homo sapiens), P32245;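 active means inhibition above its plate's cutoff, the mean of tested wells on that plate plus 3 SD, cut at about 29% in these data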;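 further: 0% = Melanotan II alone and 100% = Melanotan II plus saturating MCL0020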
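Material: human MC4R-expressing U2OS cells. Probe or stimulus: Melanotan II challenge. Dosing: 6.5 µM single dose. Times: 30-min compound, 1-h challenge, 1-h detection, room temperature. Technique: TR-FRET with Eu-cAMP and labeled anti-cAMP, 671 nm. Replication: singlicate.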
MC4R ag barr – MC4R agonists recruiting beta-arrestin, primary screen, cell-based, luminescence, agonist arm of biased-ligand search. hit rate 0.98% among 360,000. Melanocortin receptor 4 (Homo sapiens), P32245. activation, % at 8.9 µM. U2OS MC4R beta-arrestin complementation; percent of melanotan II response, DMSO zero;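 active means activation above a per-plate cutoff, the mean activation of sample wells on that plate plus 3 SD, cut at about 8% in these data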
Cardio protect – cardioprotection against H2O2-induced cell death, primary screen, uHTS, H9c2 cells, ATPLite luminescence; H9c2 cardiomyocytes, H2O2 injury protection, 2 h; protection from H2O2 cell death, % at 20 µM; hit rate 0.63% among 360,000; AID 588492, 2011;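 active means compounds giving at least 50% protection of heart cells from peroxide-induced death in the single-dose screen, raw or plate-pattern-corrected value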;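 further: 0% = DMSO wells with peroxide and 100% = DMSO wells without peroxide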
ABCB6 inh MLPCN – ABCB6 transporter inhibitors, primary screen, K562-ABCB6 cells, flow cytometry, MLPCN library | ATP-binding cassette sub-family B member 6 (Homo sapiens), Q9NP58 | hit rate 0.19% among 360,000 | fluorescence ratio to DMSO, % at 10 µM | K562-ABCB6 porphyrin accumulation, 1 h; stronger effect = lower value;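 active means fluorescence ratio to DMSO below 75%, the collection mean minus 3 SD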;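 further: signal is porphyrin accumulated inside mitochondria; 100% equals median channel fluorescence of DMSO control wells; lower ratio means ABCB6 inhibition with less porphyrin fluorescence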
PDI inh – inhibitors of human PDI, primary screen, biochemical, turbidity, single point, plate reader; hit rate 0.052% among 350,000; Protein disulfide-isomerase (Homo sapiens), P07237; AID 588391, 2011; PDI insulin aggregation turbidity, A650, 90 min; inhibition, % at 10 µM;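 active means mean inhibition across replicates of 30% or more, whatever share of single replicates reach that level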;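 further: absorbance from insulin aggregation driven by PDI reduction with DTT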
Target sequence (P07237 whole entry, looked up): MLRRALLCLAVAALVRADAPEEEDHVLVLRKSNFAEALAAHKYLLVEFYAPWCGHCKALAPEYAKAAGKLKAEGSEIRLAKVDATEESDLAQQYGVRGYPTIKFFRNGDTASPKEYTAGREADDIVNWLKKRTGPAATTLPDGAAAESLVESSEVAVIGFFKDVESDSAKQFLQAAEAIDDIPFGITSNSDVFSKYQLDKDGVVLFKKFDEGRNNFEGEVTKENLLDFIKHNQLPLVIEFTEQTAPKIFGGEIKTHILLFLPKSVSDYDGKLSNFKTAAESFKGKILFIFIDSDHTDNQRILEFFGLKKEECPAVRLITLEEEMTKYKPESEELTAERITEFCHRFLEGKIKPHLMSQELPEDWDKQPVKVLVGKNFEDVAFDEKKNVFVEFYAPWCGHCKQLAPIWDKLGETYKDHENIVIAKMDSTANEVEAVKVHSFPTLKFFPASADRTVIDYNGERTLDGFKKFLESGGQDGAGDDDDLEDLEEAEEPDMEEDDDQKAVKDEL
ABHD5-PLIN5 inh – ABHD5-PLIN5 interaction inhibitors, primary screen, cell lysate, split luciferase complementation, luminescence; Split G. princeps luciferase complementation, 4 h; inhibition, % at 4 µM; hit rate 0.78% among 360,000; AID 602281, 2012;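 active means inhibition above the mean inhibition across every tested compound plus 3 SD, cut at about 22% in these data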;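 further: 0% = DMSO only wells and the 100% control is not disclosed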
m5-HT2A agonist – mouse Htr2a agonists via beta-arrestin recruitment, primary screen, cell-based, luminescence | AID 624169, 2012 | activation, % at 7.6 µM | 5-hydroxytryptamine receptor 2A (Mus musculus), P35363 | CHO-K1 mHTR2A beta-arrestin complementation; percent of 30 µM serotonin response | hit rate 0.66% among 360,000;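 active means activation above a run cutoff, the mean activation of all tested compounds plus 3 SD, cut at about 14% in these data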;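 further: 0% = plate median of compound wells and 100% = 30 µM serotonin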
Target sequence (P35363 whole entry, looked up): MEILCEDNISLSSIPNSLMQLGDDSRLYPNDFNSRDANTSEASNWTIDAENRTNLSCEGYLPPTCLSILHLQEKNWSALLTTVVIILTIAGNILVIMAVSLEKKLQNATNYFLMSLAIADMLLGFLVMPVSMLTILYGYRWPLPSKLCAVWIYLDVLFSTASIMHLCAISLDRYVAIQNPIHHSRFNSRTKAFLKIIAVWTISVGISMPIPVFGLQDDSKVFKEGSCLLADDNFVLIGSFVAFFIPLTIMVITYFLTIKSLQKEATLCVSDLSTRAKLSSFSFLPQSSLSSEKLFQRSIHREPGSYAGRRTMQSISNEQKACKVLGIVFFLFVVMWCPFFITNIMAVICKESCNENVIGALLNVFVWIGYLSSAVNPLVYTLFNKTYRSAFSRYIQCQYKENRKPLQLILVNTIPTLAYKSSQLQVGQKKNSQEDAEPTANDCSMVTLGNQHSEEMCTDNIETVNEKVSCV
Glyco luc inh – increase of ERlucT glycosylation luciferase signal, primary screen, N-linked glycosylation inhibitor project, D54 ERlucT cells, luminescence, set 2; hit rate 0.23% among 360,000; AID 588692, 2011; reporter increase, % at 12.5 µM; D54 ERlucT glycosylation luciferase reporter, 24 h; percent of 100 nM tunicamycin response;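 active means mean luciferase reporter signal, scaled so untreated is 0 and the glycosylation-blocking control 100, at or above a set limit in every replicate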;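 further: luciferase carries N-glycosylation sites so blocking glycosylation raises the light; 0% = median of neutral control wells and 100% = median of 100 nM tunicamycin wells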
Starred values were filed as active, the others as inactive; . = not tested or not shown. Rows are unselected, and some 4.2% of all compounds hit somewhere here.

entry	SMILES	CaV13 ICDI inh	Granule exo inh	MC4R antagonist	MC4R ag barr	Cardio protect	ABCB6 inh MLPCN	PDI inh	ABHD5-PLIN5 inh	m5-HT2A agonist	Glyco luc inh
1	O=C(c1ccoc1)N1CCC2(CC1)Oc1ccc(Cl)cc1C(=O)C21CC(c2ccccc2)=NO1 (centres undefined)	-11	29	4	0.1	2	94	1	5	-2	-6
2	CCSc1nnc([C@H](Cc2c[nH]c3ccccc23)NC(=O)OC(C)(C)C)o1	-5	-3	2	-1.1	8	95	49*	-3	-4	-4
3	CCN1CCN(c2ccc(NC(=O)c3ccc4c(c3)[nH]c(=O)n4Cc3ccc(OC)cc3)cc2)CC1	-5	0	6	1.1	4	106	16	-1	-2	-6
4	CC1CCCN(C(=O)COc2ccc(-c3ccccc3)cc2)C1 (centres undefined)	4	-3	7	-2.3	-3	95	1	-1	-7	-1
5	CCC(C)[C@H](NS(=O)(=O)c1ccc(C)cc1)C(=O)N1CCC(C(=O)N[C@@H](Cc2ccccc2)C(=O)O)CC1 (some centres undefined)	-6	-12	1	-0.5	-6	97	3	1	7	2
6	O=C(Nc1ccc2c(c1)OCCO2)C1CCN(c2cnccn2)CC1	-4	10	-7	-2.1	-2	95	-19	1	-2	-2
7	COc1ccc(C(=O)Nc2ccc(S(=O)(=O)N3CCOCC3)cc2)cc1[N+](=O)[O-]	-22	-1	4	-0.6	2	101	-4	0	-1	5
8	N#CCN1C(=O)C2CCCN2c2ccc(S(=O)(=O)N3CCOCC3)cc21 (centres undefined)	-5	-5	17	0.7	3	90	-2	3	-2	2
9	Cc1cc(NC2C3CC4CC(C3)CC2C4)n2ncnc2n1 (centres undefined)	-8	6	17	0.5	5	103	-5	13	2	-2
10	COc1ccc(-c2c(C#N)c(SCC(N)=O)nc3c2CCCC3)cc1	-4	0	4	-2.7	-2	90	15	0	1	-1

Reprinted from the part before: 3 compounds, then new ones.
entry	SMILES	CaV13 ICDI inh	Granule exo inh	MC4R antagonist	MC4R ag barr	Cardio protect	ABCB6 inh MLPCN	PDI inh	ABHD5-PLIN5 inh	m5-HT2A agonist	Glyco luc inh
8	N#CCN1C(=O)C2CCCN2c2ccc(S(=O)(=O)N3CCOCC3)cc21 (centres undefined)	-5	-5	17	0.7	3	90	-2	3	-2	2
9	Cc1cc(NC2C3CC4CC(C3)CC2C4)n2ncnc2n1 (centres undefined)	-8	6	17	0.5	5	103	-5	13	2	-2
10	COc1ccc(-c2c(C#N)c(SCC(N)=O)nc3c2CCCC3)cc1	-4	0	4	-2.7	-2	90	15	0	1	-1
11	CC1Cn2c(nnc2-c2cccc(N)c2)S1 (centres undefined)	-2	0	1	-2.7	13	101	.	2	-1	2
12	C/C(=N\NC(=O)CSc1nc2ccccc2s1)c1cccnc1	-5	8	-5	2.1	-7	100	-22	-7	-2	-1
13	CC(C)Oc1ccc(C(CC(=O)O)NC(=O)C(Sc2ccccc2)c2ccccc2)cc1 (centres undefined)	-5	1	2	-1.3	3	91	3	-1	3	2
14	O=C(OCc1csc(-c2ccccc2)n1)c1ccc(O)cc1	-5	1	5	-2.0	-9	94	8	4	-2	2
15	Cc1c(C=O)n(C)n(-c2ccccc2)c1=O	-1	-2	3	2.8	4	102	7	-5	3	1
16	O=C1CCC(=O)N1CNc1cccnc1	-4	-2	-1	-0.9	3	97	1	2	-2	2
17	Nc1cccc(C(=O)Nc2ccc(N)cc2Cl)c1	-8	0	7	-2.9	0	101	9	-2	-1	1
18	COc1ccc(OC)c(S(=O)(=O)NCCOC23CC4CC(CC(C4)C2)C3)c1	-5	-1	1	-0.8	-8	92	0	-2	-1	0
19	O=C(NCc1ccc(F)cc1)c1nc(-c2cccs2)no1	5	-10	9	-2.0	-2	98	-1	1	-5	1
20	O=C(NCCC1=CCCCC1)C1CCN(S(=O)(=O)c2cccs2)CC1	-8	1	5	-1.4	0	107	-4	-7	2	0

(cont.)
entry	SMILES	CaV13 ICDI inh	Granule exo inh	MC4R antagonist	MC4R ag barr	Cardio protect	ABCB6 inh MLPCN	PDI inh	ABHD5-PLIN5 inh	m5-HT2A agonist	Glyco luc inh
21	Cc1ccc(S(=O)(=O)NNC(=O)Nc2ccc(Cl)cc2)cc1	-5	7	7	3.9	-5	102	-4	-7	3	-1
22	COc1ccccc1N1CCN(CC(=O)NC(=O)NCc2ccccc2)CC1	-4	-5	10	-0.9	6	94	2	5	4	12
23	O=C(O)c1ccc(S(=O)(=O)N2CCCC2)cc1	-20	5	0	-0.5	1	100	1	-3	6	3
24	O=C(Cc1ccc(NC(=O)C2CCCN(C(=O)CCc3ccccc3)C2)cc1)Nc1cccc(C(=O)N2CCCC2)c1 (centres undefined)	-5	15	5	1.1	-16	96	-5	-4	2	-1
25	CN(CC(=O)Nc1c(F)cccc1F)Cc1cccs1	-7	-2	4	1.0	7	93	-53	-3	4	0
26	COc1cc2c(cc1OC)CN(C(=O)CNS(=O)(=O)c1ccc(C)c(C)c1)CC2	-7	2	7	-2.4	4	98	-7	3	1	-4
27	COc1ccc(CCNC(=O)CN2CCN(c3cccc(Cl)c3)CC2)cc1OC	-3	1	17	-1.3	3	95	-16	4	2	2
28	O=C(NCc1ccccc1)C(c1ccc(O)cc1)N(C(=O)c1cnccn1)c1ccccc1 (centres undefined)	-7	-4	-4	-0.7	44	96	7	6	9	-3
29	CCOc1ccc(C(C)=O)cc1CSc1nnc(N)s1	1	0	4	-2.5	14	95	8	-1	-1	0
30	O=C(N/N=C/c1cc([N+](=O)[O-])cc(Br)c1O)C12CC3CCC(CC(C3)C1)C2	-5	3	10	-1.8	13	93	-1	3	-2	1

The results go on.
entry	SMILES	CaV13 ICDI inh	Granule exo inh	MC4R antagonist	MC4R ag barr	Cardio protect	ABCB6 inh MLPCN	PDI inh	ABHD5-PLIN5 inh	m5-HT2A agonist	Glyco luc inh
31	Brc1ccc(CNc2cc3c(cc2Br)OCCO3)cc1	-5	3	-1	-1.6	-15	88	16	-12	-5	-5
32	Cc1ccccc1OCC(=O)Nc1nc2ccccc2[nH]1	2	-5	-4	-0.4	-5	93	5	4	6	2
33	Cc1ccc(C(=O)N/C(=C\c2cccs2)C(=O)NCCc2ccccn2)cc1C	23	-2	-1	1.1	-1	96	25	3	-1	0
34	CC(C)CNc1ncnc2c1ncn2[C@H]1CN(Cc2cccs2)C[C@@H](CO)O1	-38	8	1	-3.0	0	93	3	-1	-3	-1
35	CCCCC(=O)Nc1ccc(C(=O)NNC(=O)c2ccco2)cc1	.	-7	-6	-0.7	8	101	-16	4	4	0
36	CC(C)=NNc1nc2c(c(=O)n(C)c(=O)n2C)n1C	-1	-4	-10	-1.2	5	93	3	2	-1	3
37	CN(C)C(=O)CSc1nc2cc(S(=O)(=O)N3CCOCC3)ccc2o1	-9	0	10	-2.0	-3	110	4	1	-1	0
38	Cn1cccc1CC(=O)NNC(=S)Nc1ccc(F)cc1	0	-1	-1	-2.8	8	102	13	-7	-4	2
39	O=C(Cc1c(F)cccc1Cl)N1CCCC1	-11	-3	9	-0.4	-1	99	-3	-6	8	3
40	CCOC(=O)c1c(C)nc2c(c1-c1cc(OC)c(OC)c(OC)c1)C(=O)c1ccccc1-2	-4	-3	10	0.1	5	92	-6	-5	0	19

Record cards, from the list above. Order of values: CaV13 ICDI inh, Granule exo inh, MC4R antagonist, MC4R ag barr, Cardio protect, ABCB6 inh MLPCN, PDI inh, ABHD5-PLIN5 inh, m5-HT2A agonist, Glyco luc inh
Results for Cc1ccccc1OCC(=O)Nc1nc2ccccc2[nH]1 : 2, -5, -4, -0.4, -5, 93, 5, 4, 6, 2
Results for Cn1cccc1CC(=O)NNC(=S)Nc1ccc(F)cc1 : 0, -1, -1, -2.8, 8, 102, 13, -7, -4, 2

Following part:
entry	SMILES	CaV13 ICDI inh	Granule exo inh	MC4R antagonist	MC4R ag barr	Cardio protect	ABCB6 inh MLPCN	PDI inh	ABHD5-PLIN5 inh	m5-HT2A agonist	Glyco luc inh
41	CCCN1C(=O)c2ccccc2NC1c1cc(OC)c(OC)c(OC)c1 (centres undefined)	-6	2	7	-1.9	2	77	-6	-5	1	2
42	CCc1nn2c(=O)cc(COc3ccc(/C=C4\C(=N)N5N=C(C)SC5=NC4=O)cc3)nc2s1	-5	-3	8	1.4	2	100	3	-9	3	-2
43	O=C(Cc1ccc2c(c1)CCCC2)Nc1ccc2ccccc2c1	-8	1	1	0.2	-15	99	7	-12	-3	4
44	Cn1c(C(C#N)C(=O)Cc2cccc3ccccc23)nc2ccccc21 (centres undefined)	-4	-9	-2	0.6	15	93	-16	9	0	1
45	COc1ccc(S(=O)(=O)N2CCN(C(=O)c3cc(-c4ccc(C)cc4)n[nH]3)CC2)cc1	-2	-4	-2	1.6	-16	111	.	-6	1	4
46	Cc1cc(C)nc(NC(N)=NC2CCCCC2)n1	-5	-1	4	-2.5	-4	97	16	4	0	3
47	COc1ccccc1Cc1noc(COc2cccc(C)c2C)n1	-6	-1	-10	2.7	-12	100	-6	10	-6	1
48	CSc1ccccc1NC(=O)COC(=O)CCCOc1ccc(C)cc1	-7	-2	7	-0.3	1	101	-1	6	3	1
49	Cc1cccc(NC(=O)CSc2nnc([C@H](C)NC(=O)OC(C)(C)C)o2)c1C	-5	-8	9	-1.7	1	98	7	-2	5	0
50	CCOC(=O)Cn1c(=N)n(Cc2ccccc2F)c2ccccc21	.	3	13	0.2	-8	103	-6	0	1	0
51	CN(CCCC1CCCC1)C(=O)c1cc(COc2c(F)cccc2F)on1	.	8	-2	-0.9	-4	100	7	3	-3	-1
52	CC(=O)c1cc2c(cc1NC(=O)CSc1nnc(C3CC3)n1C)OCO2	-15	2	-3	-1.0	5	87	0	8	8	4
53	CCc1cc2c(SCC(=O)c3cccs3)ncnc2s1	-4	-1	0	1.1	-3	91	8	0	-5	-4

3 records drawn at random from those above, as already listed:
entry	SMILES	CaV13 ICDI inh	Granule exo inh	MC4R antagonist	MC4R ag barr	Cardio protect	ABCB6 inh MLPCN	PDI inh	ABHD5-PLIN5 inh	m5-HT2A agonist	Glyco luc inh
51	CN(CCCC1CCCC1)C(=O)c1cc(COc2c(F)cccc2F)on1	.	8	-2	-0.9	-4	100	7	3	-3	-1
53	CCc1cc2c(SCC(=O)c3cccs3)ncnc2s1	-4	-1	0	1.1	-3	91	8	0	-5	-4
49	Cc1cccc(NC(=O)CSc2nnc([C@H](C)NC(=O)OC(C)(C)C)o2)c1C	-5	-8	9	-1.7	1	98	7	-2	5	0

Screens: PubChem BioAssay, several laboratories
